G6PDH CS = L. mesenteroides G6PDH inhibition counter-screen. 200,000 tested, 0.12% active. Purified L. mesenteroides G6PDH, diaphorase/resazurin coupled fluorescence, 45 min. inhibition, % at 5 µM; in the data active means inhibition above about 50%
ROMK mod = modulators of human ROMK potassium channel; Tet-inducible ROMK, thallium flux fluorescence; actives lie on both sides; B-score at 10 µM; 130,000 tested, 2% active; AID 1918;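 active means signal ratio slope over the read window, or its plate-corrected B-score, at least 3 SD from the plate mean, either direction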;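 further: B-score of the F/F0 ratio slope over 7 to 12 s after thallium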
Target sequence (P48048 whole entry, looked up): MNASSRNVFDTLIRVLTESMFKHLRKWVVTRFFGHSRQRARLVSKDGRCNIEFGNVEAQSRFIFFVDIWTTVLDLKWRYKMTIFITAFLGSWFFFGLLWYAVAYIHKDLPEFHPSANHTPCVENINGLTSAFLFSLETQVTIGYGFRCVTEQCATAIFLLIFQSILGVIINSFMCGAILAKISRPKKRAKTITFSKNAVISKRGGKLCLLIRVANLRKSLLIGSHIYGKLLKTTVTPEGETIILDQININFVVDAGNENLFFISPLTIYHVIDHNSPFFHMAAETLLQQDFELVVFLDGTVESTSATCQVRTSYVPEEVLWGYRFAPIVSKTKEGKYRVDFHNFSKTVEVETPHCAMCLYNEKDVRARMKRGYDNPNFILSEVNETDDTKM
Diaphorase inh = diaphorase inhibition or chemical oxidation counter-screen; 190,000 tested, 0.69% active; AID 1217; diaphorase resazurin-to-resorufin fluorescence, NADH, 16 min; bacterial (C. kluyveri) enzyme, not human; inhibition, % at 20 µM;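 active means primary screen inhibition at 20 µM above a set limit, cut at about 50% in these data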;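 further: plate controls were DMSO with full reaction for no effect and wells lacking NADH for full effect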
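System: Bacterial diaphorase enzyme (C. kluyveri) | Incubation: 16-min room-temperature incubation before reading | Benchmarks: No-NADH positive control and DMSO neutral control | Measured by: Resorufin fluorescence 544/590 nm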
PMI act = phosphomannose isomerase (human) activation. purified human PMI, coupled resazurin fluorescence, 20 min; stronger effect = higher value; 1 = vehicle control, 0 substrate-free wells. P34949. activation factor at 20 µM. 190,000 tested, 0.005% active;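 active means activation factor of 2 or more at 20 µM, relative to plate controls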
Target sequence (P34949 whole entry, looked up): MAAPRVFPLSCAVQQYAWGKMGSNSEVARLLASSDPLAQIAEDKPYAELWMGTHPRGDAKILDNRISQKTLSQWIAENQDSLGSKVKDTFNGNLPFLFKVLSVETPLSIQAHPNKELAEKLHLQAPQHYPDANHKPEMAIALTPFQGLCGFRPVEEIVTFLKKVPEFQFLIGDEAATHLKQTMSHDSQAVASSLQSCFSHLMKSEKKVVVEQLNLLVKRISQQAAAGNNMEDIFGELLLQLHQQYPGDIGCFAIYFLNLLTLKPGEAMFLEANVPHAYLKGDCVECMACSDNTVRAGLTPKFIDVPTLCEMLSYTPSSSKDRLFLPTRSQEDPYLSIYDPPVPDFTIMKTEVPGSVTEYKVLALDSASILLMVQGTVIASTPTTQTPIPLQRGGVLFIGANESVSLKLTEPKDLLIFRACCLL
PPARg SRC-1 ag = PPARgamma-driven SRC-1 recruitment agonism; P37231; PPARgamma-SRC-1 coactivator recruitment biochemical assay; activation, % at 8 µM; 200,000 tested, 0.41% active; in the data active means activation above about 19%;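 further: 0% = DMSO and 100% = reference agonist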
Diaph act CS = diaphorase activation or chemical reduction counter-screen; 190,000 tested, 0.005% active; activation factor at 20 µM; Diaphorase/resazurin coupled assay, resorufin fluorescence, 16 min; stronger effect = higher value; 1 = vehicle wells, 0 = NADH-free wells;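 active means diaphorase activity raised at least twofold by the compound at 20 µM; inactive means activation factor below 2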
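Material: bacterial diaphorase enzyme (C. kluyveri); amount: enzyme 0.07 U/mL final; reagent: NADH substrate 0.114 mM plus resazurin dye 0.1 mM, final; doses: single compound dose of 20 µM, 1% DMSO final; timing: 16 min enzyme reaction, ambient temperature; measured by: fluorescence of resorufin, 544 nm excitation, 590 nm emission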
PPARg SRC-3 ag = agonists of human PPARgamma SRC-3 coactivator recruitment; biochemical PPARgamma/SRC-3 coactivator recruitment assay; activation, % at 8 µM; P37231; 200,000 tested, 0.26% active; in the data active means activation above about 23%;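 further: 0% = DMSO and 100% = reference agonist; some compounds past the cut are filed as inactive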
TR-FRET SRC-2 ct = flags TR-FRET format artefacts in PPARgamma SRC-2 recruitment agonist screen | TR-FRET artefact counter-screen; stronger effect = higher value | TR-FRET ratio at 8 µM | 200,000 tested, 0.4% active | AID 1049; in the data active means TR-FRET ratio above about 2000; further: inactives centre near 1500
PPARg SRC2 recr = agonists of SRC-2 recruitment by human PPARgamma; PPARgamma LBD-SRC-2 recruitment, biochemical; activation, % at 8 µM; P37231; 200,000 tested, 0.34% active; in the data active means activation above about 22%;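 further: 0% = vehicle and 100% = reference agonist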
PMI act hi M6P = increases human PMI activity with near-saturating mannose 6-phosphate | coupled PMI enzyme assay, resazurin fluorescence, 20 min; stronger effect = higher value; 1 = untreated enzyme, 0 = substrate-free blank | activation factor at 20 µM | 190,000 tested, 0.34% active | AID 1216;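 active means activation factor of 2 or more at 20 µM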
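Material: human phosphomannose isomerase with PGI, G6PDH, diaphorase coupling enzymes / Reagent: Man-6-P substrate 1.0 mM / Dosing: single compound dose of 20 µM, 1% DMSO final / Incubation: enzyme reaction with compound 20 min at room temperature / Signal: resorufin fluorescence (Ex 544/Em 590 nm) from resazurin via diaphorase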
S1P3 antagonist = antagonists of human S1P3 receptor; Q99500; CHO S1P3 NFAT-BLA reporter, FRET fluorescence, antagonist mode; inhibition, % at 4.98 µM; 170,000 tested, 0.27% active;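 active means inhibition above the plate cutoff, the mean inhibition of test wells on that plate plus 3 SD, cut at about 28% in these data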;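 further: cells challenged with S1P at its EC80 of 0.8 µM; blue over green emission ratio from cleaved BLA substrate after 4 h stimulation; 0% = S1P-stimulated wells and 100% = unstimulated DMSO-only wells; some compounds past the cut are filed as inactive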
* = called active by the depositor; . = not tested or not shown.

cpd | SMILES | G6PDH CS | ROMK mod | Diaphorase inh | PMI act | PPARg SRC-1 ag | Diaph act CS | PPARg SRC-3 ag | TR-FRET SRC-2 ct | PPARg SRC2 recr | PMI act hi M6P | S1P3 antagonist
1 | CCN(CC)C(=O)C1CCCN(Cc2sccc2C)C1 (stereo not given) | 3 | 0.61 | 11 | 1 | 0 | 0.9 | 13 | 1584 | 5 | 1 | .
2 | Nc1ccccc1NC1CCCCC1 | 10 | -0.013 | 82* | 0.4 | 6 | 0.2 | 2 | 1541 | -6 | 0.3 | -7
3 | CC(=O)CCc1c[nH]c2c(C(=O)O)cccc12 | 12 | . | 16 | 0.9 | -1 | 0.8 | 0 | 1507 | 1 | 1 | -6
4 | CN(C(=O)CSc1nnnn1-c1ccc(O)cc1)C1CCS(=O)(=O)C1 (stereo not given) | -6 | -0.85 | 1 | 1 | 5 | 1 | 5 | 1644 | 12 | 1 | 4
5 | CCOC(=O)N1CCC(Nc2c(NCCN3CCN(c4ccccc4F)CC3)c(=O)c2=O)CC1 | -1 | . | 16 | 1 | 2 | 0.8 | 8 | 1536 | -5 | 1 | .
6 | Cc1ccc(O)c(NC(=O)CSc2ccc(Cl)cc2)c1 | 1 | 0.72 | 9 | 1 | 2 | 0.9 | 2 | 1563 | 4 | 1.1 | -19
7 | O=C(COc1ccc(Br)cc1)N/N=C1/SCC(=O)N1Cc1ccccc1 | -6 | -0.93 | 10 | 1 | -1 | 0.9 | -3 | 1436 | 5 | 1 | 3
8 | Cc1cc2cc(C=O)c(Cl)nc2cc1C | -2 | . | 7 | 0.4 | 4 | 0.9 | 7 | 1573 | 4 | 0.4 | .
9 | CC1=C(C(=O)Nc2ccccc2F)C(c2cccs2)C2=C(CCCC2=O)N1 (stereo not given) | 20 | 0.043 | -3 | 0.9 | 0 | 1 | -1 | 1400 | 1 | 0.9 | -15
10 | CCOc1ccc(-c2c(C#N)c(N)nc3c2c(=O)n(C)c(=O)n3C)cc1OC | 7 | . | 9 | 1 | 4 | 0.9 | 5 | 1634 | 2 | 1.1 | -6
11 | COc1ccccc1NC(=O)NCCCN1CCN(c2cccc(Cl)c2)CC1 | -21 | . | 20 | 1 | 1 | 0.8 | 12 | 1551 | 8 | 1 | -8
12 | CCOC(=O)CCC(=O)Nc1ccc(S(=O)(=O)N2CCCC2)cc1 | -1 | 0.32 | 8 | 0.9 | 4 | 0.9 | -4 | 1508 | 0 | 1 | -11
13 | COc1cc(/C=C2\C(=O)N(c3ccc(NC(C)=O)cc3)N=C2c2ccccc2)ccc1O | -3 | -2.4 | 29 | 0.9 | -9 | 0.7 | 4 | 1435 | 1 | 0.7 | -6
14 | CCc1cccc(C)c1NC(=O)COn1nnc2ccc(C(F)(F)F)cc21 | 12 | -0.5 | 3 | 0.9 | 4 | 1 | -1 | 1602 | 2 | 1 | -12
15 | Cc1ccc(C)n1-c1cccc(N)c1 | 7 | 0.58 | 23 | 0.8 | 6 | 0.8 | 0 | 1473 | 0 | 0.5 | -44
16 | O=C1CCc2cc(S(=O)(=O)N3CCC(C(=O)NC4CCCCCCC4)CC3)ccc2N1 | 12 | . | -4 | 0.9 | -1 | 1 | 1 | 1608 | -5 | 1 | -2
17 | Cc1ccc(CCNC(=O)C2CCCN2S(=O)(=O)c2ccc3c(c2)CCC(=O)N3)cc1 (stereo not given) | 3 | . | 8 | 1 | 0 | 0.9 | 1 | 1579 | 2 | 1 | 10
18 | COc1cc(C(=O)OC2CCCCC2=O)cc(OC)c1C (stereo not given) | 6 | . | 23 | 1 | -6 | 0.8 | -5 | 1548 | -9 | 1.1 | -15
19 | COc1cccc(C(=O)C2CCCN(C(=O)c3cccc(C#CC(C)(C)O)c3)C2)c1 (stereo not given) | 7 | 1.7* | 18 | 0.9 | -10 | 0.8 | -3 | 1327 | 0 | 0.9 | -3
20 | O=C(NCC1CCCO1)C1CC(=O)N(C2CCCC2)C1 (stereo not given) | 5 | 0.83 | -3 | 1.1 | 5 | 1 | 3 | 1486 | 3 | 1.1 | .
21 | COc1cc(/C=C2/SC(=S)N(CC(=O)Nc3nc4ccccc4s3)C2=O)cc(OC)c1OC | 9 | . | 20 | 0.9 | 3 | 0.8 | 3 | 1559 | 8 | 1 | .
22 | CCCCNS(=O)(=O)c1ccc(NS(=O)(=O)c2c(C)cc(C)cc2C)cc1 | 11 | -0.61 | 26 | 0.8 | -1 | 0.7 | -15 | 1227 | -7 | 0.8 | .
23 | FC(F)(F)c1cc(-c2ccco2)nc2ncnn12 | 0 | -0.79 | 7 | 0.9 | 5 | 0.9 | -2 | 1511 | -2 | 0.9 | -12
24 | Cc1ccn2c(Nc3ccccc3)c(-c3ccccn3)nc2c1 | 17 | -0.26 | -4 | 1.1 | -1 | 1 | 8 | 1660 | -3 | 1.1 | -2
25 | COc1ccc(-c2cc(-c3n[nH]c(=S)n3-c3cc(OC)ccc3OC)[nH]n2)cc1 | 10 | . | 28 | 0.9 | -1 | 0.7 | 6 | 1436 | 5 | 0.9 | 10

Record cards (already shown).
Profile of CC(=O)CCc1c[nH]c2c(C(=O)O)cccc12 : G6PDH CS = 12; ROMK mod = .; Diaphorase inh = 16; PMI act = 0.9; PPARg SRC-1 ag = -1; Diaph act CS = 0.8; PPARg SRC-3 ag = 0; TR-FRET SRC-2 ct = 1507; PPARg SRC2 recr = 1; PMI act hi M6P = 1; S1P3 antagonist = -6
Profile of CCOC(=O)N1CCC(Nc2c(NCCN3CCN(c4ccccc4F)CC3)c(=O)c2=O)CC1 : G6PDH CS = -1; ROMK mod = .; Diaphorase inh = 16; PMI act = 1; PPARg SRC-1 ag = 2; Diaph act CS = 0.8; PPARg SRC-3 ag = 8; TR-FRET SRC-2 ct = 1536; PPARg SRC2 recr = -5; PMI act hi M6P = 1; S1P3 antagonist = .

(further entries)
cpd | SMILES | G6PDH CS | ROMK mod | Diaphorase inh | PMI act | PPARg SRC-1 ag | Diaph act CS | PPARg SRC-3 ag | TR-FRET SRC-2 ct | PPARg SRC2 recr | PMI act hi M6P | S1P3 antagonist
26 | Cc1ccc(OCC(=O)OCC(=O)c2c(N)n(C)c(=O)n(C)c2=O)cc1C | -1 | -0.044 | 16 | 1 | -6 | 0.8 | -6 | 1496 | 7 | 1 | .
27 | O=C(NCCCn1ccnc1)C(=O)NCC1OCCN1S(=O)(=O)c1ccccc1 (stereo not given) | 11 | -0.74 | 4 | 1 | 4 | 1 | -4 | 1590 | -5 | 1 | -12
28 | Cc1ccc(C(=O)c2cn[nH]c2-c2ccccc2O)cc1 | 5 | . | 12 | 1.1 | -4 | 0.9 | 3 | 1607 | -3 | 0.9 | .
29 | CSc1nc2ccc(NC(=O)c3ccco3)cc2s1 | -16 | . | 10 | 0.9 | 4 | 0.9 | 7 | 1582 | 3 | 1 | 5
30 | O=C(O)CCCSCC(=O)Nc1ccccc1 | 2 | 0.098 | 4 | 1 | 0 | 1 | 3 | 1432 | 6 | 1.1 | .
31 | O=C(CCS(=O)(=O)c1cccc2nonc12)N1CC(=O)N(CCc2ccccc2)C(=O)C1 | -1 | . | 19 | 0.9 | 2 | 0.8 | 4 | 1653 | 6 | 0.9 | .
32 | CCCOC(=O)c1[nH]c2c(c1C)C(=O)CC(c1cc(OC)c(OC)c(OC)c1)C2 (stereo not given) | 4 | . | 1 | 0.9 | 9 | 1 | 7 | 1501 | 6 | 0.9 | 36
33 | CCn1cc(C(=O)Nc2ccc3c(c2)OCCO3)c2cc(OC)c(OC)cc2c1=O | 6 | . | 21 | 0.9 | -5 | 0.8 | -7 | 1458 | 1 | 0.9 | -5
34 | CC1Cc2ccccc2N1C(=S)Nc1cccc(S(=O)(=O)N(C)C)c1 (stereo not given) | -1 | -0.53 | 19 | 0.8 | -4 | 0.8 | -1 | 1379 | -3 | 1 | -10
35 | CCOc1cc(NC(=S)NCC2CCCO2)c(OCC)cc1NC(=O)c1ccccc1 (stereo not given) | -28 | . | 25 | 0.8 | -8 | 0.7 | 8 | 1529 | 1 | 0.8 | .
36 | Cc1cccc(-n2nc3c(c2NC(=O)c2ccco2)CSC3)c1C | -12 | . | 26 | 0.9 | 6 | 0.7 | 9 | 1693 | 1 | 0.9 | .
37 | O=C(C1=C[C@@H](C2CCCCC2)C[C@@H](OCc2ccc(CO)cc2)O1)N1CCOCC1 | 13 | . | 6 | 1.1 | 7 | 0.9 | -1 | 1636 | 5 | 1.1 | -22
38 | COc1ccc(Br)cc1CN1CCCC(C(=O)N2CCCCC2)C1 (stereo not given) | 2 | -0.96 | 10 | 1 | -5 | 0.9 | 1 | 1501 | 3 | 1.1 | .
39 | Cc1cc(NC(=S)N(CCCN2CCOCC2)Cc2ccco2)ccc1Cl | 1 | 0.71 | -4 | 1 | 7 | 1 | 0 | 1728 | 5 | 1.1 | -3
40 | CCC(=O)N1CN(S(=O)(=O)c2ccc(C)cc2)CC1C (stereo not given) | 2 | . | 8 | 1 | 3 | 0.9 | -5 | 1442 | 8 | 1 | -24

Entries listed above printed as active in ROMK mod:
#	SMILES	ROMK mod	PMI act	PPARg SRC-1 ag	PPARg SRC-3 ag	PPARg SRC2 recr	PMI act hi M6P	S1P3 antagonist
19	COc1cccc(C(=O)C2CCCN(C(=O)c3cccc(C#CC(C)(C)O)c3)C2)c1 (stereo not given)	1.7*	0.9	-10	-3	0	0.9	-3
